# D2 ag: HTS Assay for Allosteric Agonists of the Human D2 Dopamine Receptor: Primary Screen for Agonists. D(2) dopamine receptor (Homo sapiens), P14416. HEK293 T-REx D2 cells, calcium flux agonist mode. activation, % at 2 µM. 340,000 tested, 0.53% active;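 active = activation over 3 SD above normal in the single-dose calcium agonist read, cut at about 30% in these data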; note: 0% is about no effect
#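 In this primary screen, compounds producing a positive calcium signal within 180 s of addition to tetracycline-induced, force-coupled HEK293 Trex D2 cells are flagged; cells are dye-loaded with a no-wash calcium kit beforehand.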
# D1 antag: Antagonist of Human D 1 Dopamine Receptor: qHTS. D(1A) dopamine receptor (Homo sapiens), P21728. HEK293 TREx D1 cells, calcium flux, dopamine EC80; active compounds read low. activity change, negative = inhibition, % at 10 µM. 360,000 tested, 3.2% active. AID 504652, 2011; in the data active = activity change below about -30%; note: % is set by controls: 0 for no effect and ±100 for the full control effect
# Target sequence (P21728 whole entry, looked up): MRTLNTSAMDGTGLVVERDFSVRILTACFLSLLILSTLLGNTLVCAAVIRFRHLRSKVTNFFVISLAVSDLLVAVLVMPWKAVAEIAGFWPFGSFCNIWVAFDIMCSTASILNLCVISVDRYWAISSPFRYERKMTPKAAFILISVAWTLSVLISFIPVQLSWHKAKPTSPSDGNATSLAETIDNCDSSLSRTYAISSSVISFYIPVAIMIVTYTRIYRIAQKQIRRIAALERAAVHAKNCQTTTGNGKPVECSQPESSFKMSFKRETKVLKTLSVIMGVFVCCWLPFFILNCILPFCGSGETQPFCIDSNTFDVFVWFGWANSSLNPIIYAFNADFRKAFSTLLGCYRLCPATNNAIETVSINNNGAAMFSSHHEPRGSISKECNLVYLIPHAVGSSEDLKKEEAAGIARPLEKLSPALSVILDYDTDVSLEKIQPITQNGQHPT
#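 Using tetracycline-induced force-coupled D1 Hek293 cells and a calcium dye, signals were followed for 180 s after compound, then for 180 s after EC80 dopamine, to detect inhibitors.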
# TRHR ag: qHTS for Small Molecule Agonists and Allosteric Enhancers of Human TRH Receptor: Primary Screen for Agonists. TRHR cells, calcium flux fluo-8, FDSS agonist mode. activation, % at 2 µM. 360,000 tested, 0.18% active; note: 0% is about no effect
# Target sequence (P34981 whole entry, looked up): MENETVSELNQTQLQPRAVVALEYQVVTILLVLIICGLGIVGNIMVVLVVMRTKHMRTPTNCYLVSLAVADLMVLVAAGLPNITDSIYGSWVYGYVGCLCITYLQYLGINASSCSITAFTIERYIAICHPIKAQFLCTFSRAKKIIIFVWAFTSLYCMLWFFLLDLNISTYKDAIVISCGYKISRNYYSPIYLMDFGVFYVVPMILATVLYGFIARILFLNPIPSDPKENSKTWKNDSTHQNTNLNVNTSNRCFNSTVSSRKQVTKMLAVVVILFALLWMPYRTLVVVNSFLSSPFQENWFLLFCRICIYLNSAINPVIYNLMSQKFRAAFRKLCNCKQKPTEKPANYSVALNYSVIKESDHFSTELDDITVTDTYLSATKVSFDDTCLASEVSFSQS
#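 Agonist-mode FDSS calcium read (Ex 480/Em 530, 1 s cycles) in 1536-well TRHR cells with fluo-8 dye, after 10-cycle baseline and 23 nL compound addition; TRH at EC20 (10 nM final) added afterwards for the enhancer phase.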
# D2 antag: HTS Assay for Allosteric Antagonists of the Human D2 Dopamine Receptor: Primary Screen for Antagonists; D(2) dopamine receptor (Homo sapiens), P14416; HEK293 TREx D2 cells, calcium flux, dopamine EC80; inhibition, % at 10 µM; 340,000 tested, 2% active; in the data active = inhibition above about 30%; note: 0% is about no effect
#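 Overnight-induced (tetracycline, 30 C) HEK293 T-REx cells carrying force-coupled D2 receive a no-wash calcium dye, then compound, then EC80 dopamine at 180 s; signals are read kinetically throughout.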
# TRHR PAM: qHTS for Small Molecule Agonists and Allosteric Enhancers of Human TRH Receptor: Primary Screen for Enhancers. Thyrotropin-releasing hormone receptor (Homo sapiens), P34981. TRHR cells, fluo-8 calcium fluorescence, EC20 TRH enhancement. enhancement, % at 2 µM. 360,000 tested, 0.66% active. AID 493056, 2011; in the data active = enhancement above about 30%; note: 0% is about no effect
#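 Enhancer read-out: after compound pinning and an initial kinetic agonist-mode read, an EC20 of TRH (10 nM final) was injected and fluo-8 calcium signal (Ex 480/Em 530) followed at 1 s/cycle for 100 cycles in TRHR-expressing cells.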
# D1 potentiator: Potentiators of Human D1 Dopamine Receptor: qHTS; HEK293 TREx D1 cells, calcium flux, dopamine EC20 potentiation; potentiation, % at 10 µM; 360,000 tested, 0.036% active; in the data active = potentiation above about 30%; note: 0% is about no effect
# D1 agonist: Allosteric Agonists of the Human D1 Dopamine Receptor: qHTS; D(1A) dopamine receptor (Homo sapiens), P21728; HEK293 T-REx D1 cells, calcium flux, agonist mode; activation, % at 2 µM; 360,000 tested, 1% active; note: 0% is about no effect
#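 Inducible HEK293 T-REx D1 cells, force-coupled to calcium signalling, were plated at 4000 cells/well with tetracycline and held overnight at 30 C. After no-wash calcium dye loading, compound-evoked calcium rise over 180 s flagged agonists.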
# RXFP1 antagonist: qHTS Assay for Antagonists of the Relaxin Receptor RXFP1. Relaxin receptor 1 (Homo sapiens), Q9HBX9. activity change, negative = inhibition, % at 57.5 µM. HEK293-RXFP1, relaxin-stimulated cAMP HTRF, 30 min; active compounds read low. 350,000 tested, 0.59% active;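 active = activity change of -60% or lower, but not beyond a set lower limit; inconclusive = change between -60% and -40%, or beyond the set limit; inactive = change above -40%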; note: % is set by controls: 0 for no effect and ±100 for the full control effect
# D2 PAM: HTS Assay for Positive Allosteric Modulators of the Human D2 Dopamine Receptor: Primary Screen for Potentiators; potentiation, % at 10 µM; AID 485347, 2010; 340,000 tested, 0.34% active; HEK293 T-REx D2, calcium flux, EC20 dopamine potentiation;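 active = potentiation over 3 SD above the plate norm, cut at about 30% in these data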; note: 0% is about no effect
#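 Using a no-wash calcium dye in inducible, force-coupled HEK293 Trex cells expressing D2, we tracked fluorescence each second for 180 s after compound, then for 180 s after EC20 dopamine to detect augmented signalling.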
# * marks the source's active call; other numbers are inactive results; ? = inconclusive; nt = not tested or not shown; & = joins results of further samples. Cut-off read from the data, not from the text of the source, unless noted: active = activation above about 30%; inactive = the rest.
SMILES,D2 ag,D1 antag,TRHR ag,D2 antag,TRHR PAM,D1 potentiator,D1 agonist,RXFP1 antagonist,D2 PAM
COc1cc(OC)c(OC)cc1CN1CCc2ccccc2C1,0.5,-5,0.1,27,-3,-9,0,0,-15
Cc1c(C(=O)NCc2n[nH]c(=S)n2-c2ccc(F)cc2)cccc1[N+](=O)[O-],-0.1,16,-0.4,-2,8,-1,-2,2,24
O=C(COc1cccc(C(F)(F)F)c1)N1CCN(c2ccccc2O)CC1,-0.4,-34*,-0.1,-7,-4,-6,12,-6,6
CCn1nc(C)c(CNC(=O)c2ccc(OC3CCN(Cc4ccccn4)CC3)cc2)c1C,1.1,-34*,0.6,14,3,-6,5,-6,-9
C=C(C)c1cccc(C(C)(C)NC(=O)N2CCN(c3ccccn3)CC2)c1,4.6,12,-0.5,31*,3,nt,3,nt,-4
Cc1ccc(S(=O)(=O)c2c(N)n(CCCO)c3nc4ccccc4nc23)cc1,nt,14,0.5,nt,-1,-3,1,2,nt
COc1cc(Cl)c(C)cc1NC(=O)CSc1ccc(C)cc1,0.6,-3,-0.3,3,-1,5,4,-14,-14
Cc1ccc(N=Cc2sccc2C)cc1C,1.0,-3,-0.3,-13,1,2,3,-7,0
COC(=O)c1cc2n(n1)CCN(Cc1ccccc1Cl)C2=O,0.3,12,-0.1,-3,32*,0,3,-9,-2
CC(CC1C(C#N)=C(N)OC2=C1C(=O)CCC2)c1ccccc1 (stereo not drawn),0.5,-10,-0.6,13,16,-1,-1,1,-15
COc1ccc(C(CNC(=O)COc2cccc(C)c2)N2CCCC2)cc1 (stereo not drawn),0.0,8,-0.7,-16,-8,-8,2,-1,-14
Cc1cc(NC(=O)c2ccc([N+](=O)[O-])cc2Cl)no1,-0.9,21,0.8,14,0,-4,2,6,-6
Cc1c(NP(=O)(Oc2ccccc2F)Oc2ccccc2F)c(=O)n(-c2ccccc2)n1C,2.7,8,-0.3,6,0,1,0,3,-5
Cc1ccc(NC(=O)COc2ccc3c(c2)OCO3)c(Cl)c1,0.1,1,1.8,-17,-3,-2,7,-22,10
CCCc1cc(=O)oc2c(C)c(O)c(CN3CCCCC3)cc12,0.1,-11,-0.5,19,6,-7,4,22,14

# Gathered by group, those above with a Cl atom (four)
SMILES,D2 ag,D1 antag,TRHR ag,D2 antag,TRHR PAM,D1 potentiator,D1 agonist,RXFP1 antagonist,D2 PAM
COc1cc(Cl)c(C)cc1NC(=O)CSc1ccc(C)cc1,0.6,-3,-0.3,3,-1,5,4,-14,-14
COC(=O)c1cc2n(n1)CCN(Cc1ccccc1Cl)C2=O,0.3,12,-0.1,-3,32*,0,3,-9,-2
Cc1cc(NC(=O)c2ccc([N+](=O)[O-])cc2Cl)no1,-0.9,21,0.8,14,0,-4,2,6,-6
Cc1ccc(NC(=O)COc2ccc3c(c2)OCO3)c(Cl)c1,0.1,1,1.8,-17,-3,-2,7,-22,10

# Later entries:
SMILES,D2 ag,D1 antag,TRHR ag,D2 antag,TRHR PAM,D1 potentiator,D1 agonist,RXFP1 antagonist,D2 PAM
Cc1cccc(C)c1-n1c(SCC(=O)Nc2ccc(C(=O)O)cc2)nnc1-c1cccc(S(=O)(=O)N(C)C)c1,0.6,12,0.2,-4,-2,7,6,0,-4
O=C(Nc1nc2ccc(Oc3ccccc3)cc2s1)c1cc([N+](=O)[O-])ccc1N1CCOCC1,1.4,-6,0.6,-21,-2,2,3,-18,11
CSc1ccc(/C=N/NC(=O)C[n+]2ccccc2)cc1,-1.1,-4,1.7,-9,-1,4,2,6,2
CCOC(=O)CC(NC(=O)c1cccs1)c1ccc(C)cc1 (stereo not drawn),-1.3,-19,0.2,1,7,-4,4,2,-8
COc1ccc(CNC(=O)C2CCCN(S(=O)(=O)c3ccc4c(c3)CCCN4C(C)=O)C2)cc1 (stereo not drawn),-0.7&-0.6,-6&-16,0.0&0.0,-3,-4&2,-6&2,3&4,2&-15,-5&-2
O=C(COc1ccccc1Cl)OCC(=O)N1CCN(S(=O)(=O)c2ccccc2)CC1,-2.1,-6,0.0,5,10,21,11,-9,16
O=C(Nc1ccccc1)C1CCCN1S(=O)(=O)c1ccc(Br)cc1 (stereo not drawn),-0.8,-8,-0.3,4,-3,-6,0,1,1
OCC1CCCCN1C(=S)Nc1ccc(Cl)cc1Cl (stereo not drawn),-1.6,0,-0.2,-19,-1,1,0,-4,9
O=C(N1CCOCC1)N1CCN(c2nc(-c3ccccc3)cs2)CC1,-0.1,-24,-0.3,-48,3,3,7,-1,13
CCOC(=O)N1CCC(N(CCN(C)C)C(=S)Nc2ccccc2Cl)CC1,0.3,16,0.0,12,-4,-2,1,1,-1
O=C(c1cc(-c2cccc(O)c2)on1)N1CCN(C(c2ccccc2)c2ccccc2)CC1,0.1,7,0.4,-2,0,-10,3,nt,-5
COc1ccc(S(=O)(=O)N(CC(=O)NCc2cccnc2)c2ccc(F)cc2)cc1OC,-1.1,1,0.1,3,-5,-8,-1,nt,7
CCOC(=O)C1CCCN(C(=O)c2cc3cc(OC)c(OC)cc3[nH]2)C1 (stereo not drawn),-0.2,4,0.2,-16,-7,-8,2,-4,-1
CN1CCN(C(=O)c2ccccc2[N+](=O)[O-])CC1,-0.1,7,0.0,2,2,10,1,5,3
COc1ccc(C2CC(=O)c3cnc(N4CCN(Cc5ccccc5)CC4)nc3C2)cc1 (stereo not drawn),1.2,-8,0.5,-12,-1,-6,4,-8,-9
Cc1nc(Cl)sc1C(=O)Nc1cccc(Cl)c1,-1.1,-19,-0.1,8,-1,5,8,-7,-3
Cn1c(=O)c2c(nc(N/N=C/c3cccs3)n2Cc2ccccc2)n(C)c1=O,-2.0,-18,-1.7,-8,0,-4,0,5,-4
O=C(NCc1cccnc1)C1CCN(S(=O)(=O)c2cccs2)CC1,0.1,9&-9,1.1&-0.2,-27,-1&-11,-5&0,1&4,6,2
Cc1[nH]c2ccccc2c1CN1CCC(Cc2ccccc2)CC1,-0.3,-63*,-3.2,7,1,1,90*,?,1
Cc1ccc(N2CCN(CCCN3C(=O)C4CCCN4C3=O)CC2)cc1 (stereo not drawn),2.2,-17,-0.4,5,24,-6,4,4,-34
COCc1[nH][nH]c(=O)c1C=Nc1ccccc1,-0.1,-2,0.3,-25,4,-5,0,-13,0
COc1cc(NC(=O)CCS(=O)(=O)c2ccc3c(c2)oc(=O)n3C)cc(OC)c1,0.8,-5,-0.3,-14,-3,-1,4,0,6
O=C(COC(=O)CCc1ccc(S(=O)(=O)N2CCOCC2)cc1)NCc1ccccc1,1.2,-23,4.3,7,-3,0,10,0,1
CN(c1ccc(C(=O)NCCSCc2ccccc2)cc1)S(=O)(=O)c1ccccc1,nt,-29,1.3,nt,-4,-2,13,9,nt
N#CC1=C(N)n2c(s/c(=C\c3cccs3)c2=O)=C(C#N)C1c1cccs1 (stereo not drawn),3.1,-5,4.2,-24,-5,4,1,-11,7
Cc1nc(SCn2nnc3ccccc3c2=O)c2c(C)c(C)sc2n1,-0.1,8,0.1,4,-6,-2,2,nt,8
O=C(NCCc1ccccc1)C1CCN(S(=O)(=O)c2cccc3nsnc23)CC1,-1.3,1,-0.5,-14,-5,-3,1,5,2
COc1ccc(-c2csc(NC(=O)C3CC(=O)N(Cc4ccccc4)C3)n2)cc1OC (stereo not drawn),1.5,6,1.0,-12,15,-3,3,-15,6
Cn1cc(Cl)c(C(=O)N2CCN(c3ncccn3)CC2)n1,0.3,-21,0.2,-5,5,-1,-2,-4,-1
CCc1cccc(NC(=O)c2c(N3CCCC3=O)c3cc(C)ccc3n2C)c1,nt,2,0.2,nt,1,2,3,nt,2
Cc1ccc(OCCn2cc(C(=S)N3CCCC3)c3ccccc32)cc1C,nt,5,0.4,nt,-1,2,5,-2,nt
COc1ccc(-c2noc(CN(C)C(=O)CCN3C(=O)[C@H]4CC=CC[C@H]4C3=O)n2)cc1,0.6,2,-0.6,-10,6,2,7,-32,5
Cn1c(/C(C#N)=C(\O)c2ccc(S(=O)(=O)N3CCCCC3)cc2)nc2ccccc21,0.3,6,0.1,17,0,-4,4,nt,1
O=C(O)/C(=C\c1cccs1)Sc1nnc(-c2ccc(F)cc2)o1,1.1,-4,0.3,35*,-6,-10,0,12,1
O=C(Nc1ccccc1N1CCOCC1)c1cccs1,0.6,-18,0.5,-22,2,-1,0,-5,4
CC(=O)N1CCN(c2ccc(NC(=O)c3cccc(Cl)c3)cc2)CC1,-0.9,-7,0.7,25,-2,1,7,-10,-3
O=C(CSc1ncn[nH]1)Nc1nc(-c2ccccc2)ns1,0.1,26,-0.5,-26,-1,5,5,-2,-5
COc1ccc(CCN2C(=O)NC(NC(=O)c3ccccc3OC)(C(F)(F)F)C2=O)cc1OC (stereo not drawn),0.1,-6,-0.9,nt,4,1,-1,nt,-1
CC(=O)c1c(C)[nH]c(C(=O)COC(=O)c2cccc(S(=O)(=O)N(C)c3ccccc3)c2)c1C,1.2,-9,0.0,-19,10,-5,32*,-26,-13
Cc1cc(C)n2c(SCC(=O)NCc3ccco3)nnc2n1,0.4,-59*,0.9,2,1,0,0,-2,-3
COc1c(C(=O)Nc2ccc(Br)cn2)ccc2ccccc12,2.0,13,1.2,12,-3,12,7,-17,-2
COc1cc2c(cc1NC(=O)c1ccco1)CCCC2,-1.6,-4,-0.3,9,-8,-3,3,-22,-1
Cc1ccc(OCC(=O)N(C)Cc2ccccc2)c([N+](=O)[O-])n1,24,-3,0.4,-12,5,6,1,-3,-8
COc1cccc(NC(=O)C(c2ccccc2)N2CCNC(=O)C2)c1 (stereo not drawn),-0.2,-9,0.2,8,7,-2,-2,nt,-5
C#CCOc1ccc(C2C3=C(CCCC3=O)N(CC(=O)O)C3=C2C(=O)CCC3)cc1Br,1.1,1,-0.1,-10,1,-2,-1,4,3
COc1cc(S(=O)(=O)NCc2ccncc2)ccc1Br,0.6,-15,-0.2,-1,4,-9,15,-1,8

# One compound at a time, from the list above:
# COc1ccc(CCN2C(=O)NC(NC(=O)c3ccccc3OC)(C(F)(F)F)C2=O)cc1OC (stereo not drawn) in the list: D2 ag: 0.1; D1 antag: -6; TRHR ag: -0.9; D2 antag: nt; TRHR PAM: 4; D1 potentiator: 1; D1 agonist: -1; RXFP1 antagonist: nt; D2 PAM: -1
# Cc1ccc(OCC(=O)N(C)Cc2ccccc2)c([N+](=O)[O-])n1 in the list: D2 ag: 24; D1 antag: -3; TRHR ag: 0.4; D2 antag: -12; TRHR PAM: 5; D1 potentiator: 6; D1 agonist: 1; RXFP1 antagonist: -3; D2 PAM: -8

# Assay outcomes: PubChem BioAssay, National Center for Advancing Translational Sciences (NCATS)
